# NOD1 inhibition = NOD1 signaling inhibitors, primary screen, cell-based, luminescence, uHTS (AID 1578). NOD1-driven NF-kB luciferase reporter cells, luminescence; higher % means a stronger effect. inhibition, % at 4 µM, or EC50 in µM where a hit was titrated. hit rate 1% among 290,000; in the data active means inhibition mostly above about 36%, no sharp cut-off; inactive means mostly below about 34%;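 further: HEK-293T reporter cells stimulated with the NOD1 agonist gamma-tri-DAP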
# M17LAP inhibition = P. falciparum M17LAP inhibitors, primary screen, biochemical, fluorogenic H-Leu-NHMec substrate, 1536-well (AID 1619). recombinant M17LAP, H-Leu-NHMec fluorogenic kinetic assay; higher % means a stronger effect. inhibition, % at 30 µM; hits with a dose series show IC50 in µM. hit rate 0.38% among 220,000;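 active means compound inhibiting the enzyme by more than half at any dose during confirmatory dose-response retesting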;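 further: plate controls were full reaction with DMSO carrier for no effect and no enzyme background for full effect; strong numbers were not always called active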
# HEK293 NOD2/NF-kB = NOD2 signaling inhibitors, cell-based, luminescence, uHTS, HEK293 (AID 1566). HEK293 NOD2/NF-kB luciferase reporter, luminescence; higher % means a stronger effect. one-dose inhibition, % at 4 µM; EC50 in µM for titrated hits. hit rate 0.63% among 290,000; further: many of its hits are not listed in these tables
# Dynein cargo inh = blocks dynein driven cargo transport along microtubules; 3617.4 mouse cells, GR-EGFP nuclear translocation imaging; test concentration mostly 20 µM; stimulated with dexamethasone, 1 µM; stronger effect = lower value; z-score, hits read low; hit rate 0.47% among 220,000; AID 1381;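 active means plate z-score of nuclear minus cytoplasmic receptor signal below a set negative limit, without overly bright fluorescence or cell loss, cut at about -3.5 in these data, passing the limit was not always enough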;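 further: z-score of nuclear minus cytoplasmic ring GR-EGFP intensity difference per well; some compounds called inactive have numbers as strong as hits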
#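 medium = tetracycline-free induction medium containing charcoal-stripped FBS | probe or stimulus = dexamethasone, 1.0 µM final | timing = 48 h induction, then 1 h compound, then 30 min agonist, 37 °C | detection = automated 10x imaging of fixed Hoechst-stained cells | read-out basis = nuclear versus cytoplasmic GR-EGFP signal, averaged per well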
# KOR beta-arrestin-1 = kappa opioid receptor activators – cell-based, luminescence, uHTS, primary screen (AID 1777) | KOR beta-arrestin recruitment, luminescence; higher % means a stronger effect | one-dose activation, % at 10 µM; EC50 in µM for titrated hits | hit rate 0.02% among 280,000; in the data active means activation above about 50%, passing the limit was not always enough; further: a part of the inactive calls stands beside numbers as strong as those of hits
# KOR beta-arrestin-2 = kappa opioid receptor blockers – cell-based, luminescence, uHTS (AID 1778); KOR beta-arrestin recruitment, luminescence, antagonist mode; higher % means a stronger effect; hit rate 0.091% among 290,000; one-dose inhibition, % at 10 µM; IC50 in µM for titrated hits; further: strong numbers were not always called active
# AID2073 = inhibitors of Mint1-CaV2.2 protein interaction, biochemical, HTRF (AID 2073) | inhibition, % at 20 µM; hits with a dose series show IC50 in µM | HTRF protein-protein interaction, Mint1-CaV2.2; higher % means a stronger effect | hit rate 0.19% among 290,000; in the data active means inhibition mostly above about 51%, no sharp cut-off; further: some results filed as inactive read as strong as hits
# GPR55 beta-arrestin = GPR55 agonists via beta-arrestin recruitment, primary screen, imaging, U2OS cells, beta-arrestin-GFP redistribution (AID 1961) | U2OS GPR55 beta-arrestin-GFP redistribution imaging; higher % means a stronger effect | one-dose activation, % at 10 µM; EC50 in µM for titrated hits | hit rate 0.048% among 290,000;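 active means activation above 40% with more than 50 cells counted in the well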;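 further: U2OS osteosarcoma cells stably expressing GPR55 and beta-arrestin-GFP; plate controls were DMSO negative control for no effect and LPI positive control for full effect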
# P. falciparum M1AAP = malaria alanyl aminopeptidase activity blockers – biochemical, fluorogenic H-Leu-NHMec substrate, 1536-well (AID 1445). inhibition, % at 30 µM; hits with a dose series show IC50 in µM. hit rate 0.42% among 220,000. recombinant M1AAP, H-Leu-NHMec fluorogenic kinetic assay; higher % means a stronger effect;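 active means primary inhibition above the hit cutoff, then over 50% inhibition at one or more dose response concentrations, cut at about 23% in these data, passing the limit was not always enough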;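 further: plate controls were DMSO full reaction for no effect and no enzyme background for full effect; strong numbers were not always called active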
# Dynein cargo inh cytoplasmic EGFP = second read-out of Dynein cargo inh, no call of its own (marks repeat the call); z-score; measured here: cytoplasmic GR-EGFP intensity; stronger effect = higher value
# Dynein cargo inh nuclear GR-EGFP = second read-out of Dynein cargo inh, no call of its own (marks repeat the call); z-score; measured here: nuclear GR-EGFP intensity;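 lower value marks the stronger effect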
# Dynein cargo inh cell count = recorded beside Dynein cargo inh, whose call it bears; z-score; measured here: cell count per field
# * = called active by the depositor; x = no result given; [ ] = another dose, or the depositor's remark. Unless noted, no stated cut-off is given here; in the data, active means inhibition above about 50%; inactive means the rest. Not all compounds are listed; rates above refer to the full screens.
# Start of the data: the first 2 records (preview)
SMILES,NOD1 inhibition,M17LAP inhibition,HEK293 NOD2/NF-kB,Dynein cargo inh,Dynein cargo inh cytoplasmic EGFP,Dynein cargo inh nuclear GR-EGFP,Dynein cargo inh cell count,KOR beta-arrestin-1,KOR beta-arrestin-2,AID2073,GPR55 beta-arrestin,P. falciparum M1AAP
Nc1ccc(C(=O)Nc2cccc(NC(=O)c3ccc(N)cc3)c2)cc1,-27%,x,-9%,x,x,x,x,2.9%,-6%,11%,-0.2%,x
CCN(CC(F)(F)C(F)F)S(=O)(=O)c1ccc(NC(=O)OC)cc1,9%,0%,10%,-0.44,-0.19,-0.22,0.073,-0.1%,-13%,-2%,0.8%,4%

# The list itself, from the start:
SMILES,NOD1 inhibition,M17LAP inhibition,HEK293 NOD2/NF-kB,Dynein cargo inh,Dynein cargo inh cytoplasmic EGFP,Dynein cargo inh nuclear GR-EGFP,Dynein cargo inh cell count,KOR beta-arrestin-1,KOR beta-arrestin-2,AID2073,GPR55 beta-arrestin,P. falciparum M1AAP
Nc1ccc(C(=O)Nc2cccc(NC(=O)c3ccc(N)cc3)c2)cc1,-27%,x,-9%,x,x,x,x,2.9%,-6%,11%,-0.2%,x
CCN(CC(F)(F)C(F)F)S(=O)(=O)c1ccc(NC(=O)OC)cc1,9%,0%,10%,-0.44,-0.19,-0.22,0.073,-0.1%,-13%,-2%,0.8%,4%
CC(CCc1ccccc1)NCc1ccncc1 (centres undefined),-15%,3%,-4%,0.045,-0.3,0.17,1.5,-1.8%,42%,9%,-0.1%,2%
Nc1nc(NCc2ccccc2)nc(NCCO)c1[N+](=O)[O-],5%,19%,22%,-0.77,-0.21,-0.44,1.2,4.7%,1%,5%,-0.3%,9%
S=C(NCCSCc1ccc(Cl)cc1)Nc1ccccc1,17%,-3%,-26%,0.48,-0.24,0.81,0.49,4.9%,-16%,-3%,0.2%,3%
Cc1ccc2nc(NCCc3ccccc3)c3nncn3c2c1,-7%,x,-20%,x,x,x,x,-0.5%,18%,14%,-0.1%,x
Cc1ccc(C(=O)NN2CC(O)=C(c3nc(-c4cccc([N+](=O)[O-])c4)cs3)C2=N)cc1,-26%,-2%,-12%,1.3,-0.25,0.54,-0.35,-4.7%,5%,49%,-0.1%,3%
CCCCn1c2nc3ccccc3nc2c2c(=O)n(CCC)cnc21,23%,-9%,31%,0.55,-0.1,0.29,-0.63,-0.5%,-6%,-2%,-0.3%,5%
COc1ccccc1NC(=O)C(=O)N/N=C(\C)CC(=O)Nc1ccccc1C(F)(F)F,1%,x,6%,x,x,x,x,4.3%,-31%,2%,-0.2%,x
CCC(C)NC(=S)N1CCN(C(c2ccccc2)c2ccccc2)CC1 (centres undefined),-36%,11%,-7%,0.52,-0.37,0.55,0.77,12%,13%,-12%,0.2%,1%
COCC(C)n1c(C)cc(C(=O)CSc2nnc(Nc3ccccc3F)s2)c1C (centres undefined),3%,8%,0%,0.89,-0.24,-0.68,-0.44,1.3%,-6%,-13%,0.0%,8%
Cc1c(NC(=O)CN2CCN(C(c3ccccc3)c3ccccc3)CC2)c(=O)n(-c2ccccc2)n1C,-1%,3%,13%,1.3,-0.15,0.73,-1.3,-2.8%,-21%,43%,0.6%,-2%
Cc1ncoc1C(=O)NC1CC(C)(C)Cc2c1cnn2-c1ccc(F)cc1 (centres undefined),2%,x,-1%,x,x,x,x,-4.5%,24%,10%,-0.2%,x
CCCCCOc1ccc(C(O)C(CN2CCOCC2)c2ccccc2)cc1 (centres undefined),-10%,x,-25%,x,x,x,x,8.2%,-48%[20 µM],7%,-0.1%,x
CCC(c1nnc(SCC(=O)NCCc2ccc(OC)c(OC)c2)n1Cc1ccccc1)N(C)C (centres undefined),-1%,-3%,1%,-0.18,-0.025,-0.061,0.39,-1.6%,-61%[20 µM],-8%,-0.1%,1%
[O-][N+]1=c2ccc(Nc3ccccc3)cc2=NC12CCCCC2,60%,26%,37%,-1.4,0.4,-0.46,0.46,-1.4%,-20%,-2%,-0.1%,4%
CC(C)NC(=O)c1ccc(-c2cc(C(F)(F)F)ccc2Cl)o1,5%,-8%,7%,-0.87,-0.28,-0.32,0.026,0.4%,7%,5%,0.2%,3%
COc1cc(Cl)c(C)cc1NC(=O)c1cc(S(=O)(=O)N(C)C)ccc1N1CCCC1,-30%,11%,-9%,0.29,-0.25,0.19,0.99,-1.8%,-15%,4%,5.7%,2%
CCOc1cc(C2C(C#N)=C(N)Oc3n[nH]c(CC)c32)ccc1OCCN1CCOCC1 (centres undefined),-6%,8%,10%,0.21,-0.11,0.84,-0.73,1.6%,-16%,9%,0.2%,6%
Cc1cc(NC(=O)CSc2nc(C3CCCCC3)nc3ccccc23)no1,3%,6%,-5%,1.7,-0.0041,1.5,-2.8,-0.4%,24%,8%,-0.2%,1%
Cc1ccc(S(=O)(=O)N(C)CC(=O)N2CCCC2)cc1,9%,-5%,15%,-0.13,0.083,-0.063,0.28,-5.4%,-20%,-7%,0.1%,2%
O=C(c1cccc(Cl)c1)N1CCC(C(=O)N2CCN(Cc3ccccc3)CC2)CC1,-18%,x,16%,x,x,x,x,-2.2%,22%,-3%,-0.1%,x
CC(=O)Nc1cc2c(cc1NC(=O)c1cnccn1)OCCO2,0%,-30%,-13%,0.62,-0.24,0.46,0.29,-6.7%,x,1%,0.2%,8%
COc1ccc(N2CCN(CCCNC(=O)CC3Oc4ccc(C)cc4NC3=O)CC2)cc1 (centres undefined),-16%,-1%,7%,1.5,-0.17,1.1,-0.36,-3.6%,26%,-15%,-0.1%,3%
COc1ccc(N(C(=O)c2ccn[nH]2)C(C(=O)NC(C)(C)C)c2ccc(F)cc2)cc1 (centres undefined),-9%,10%,-6%,-0.84,-0.017,-0.3,-0.23,3.2%,-2%,29%,0.2%,0%
# (next part)
SMILES,NOD1 inhibition,M17LAP inhibition,HEK293 NOD2/NF-kB,Dynein cargo inh,Dynein cargo inh cytoplasmic EGFP,Dynein cargo inh nuclear GR-EGFP,Dynein cargo inh cell count,KOR beta-arrestin-1,KOR beta-arrestin-2,AID2073,GPR55 beta-arrestin,P. falciparum M1AAP
CC1CCCC(NC(=O)c2n[nH]c(=O)c3ccccc23)C1C (centres undefined),4%,-12%,-17%,-0.75,-0.22,-0.12,0.35,3.4%,-24%,-5%,-0.1%,6%
COc1ncnc(OC)c1S(=O)(=O)Nc1ccc(C(F)(F)F)cc1,8%,x,9%,x,x,x,x,3.3%,-31%,1%,0.0%,x
CN1C(=O)/C(=C/c2ccccc2F)Sc2ccc(C(=O)N3CCCC3)cc21,12%,x,37%,x,x,x,x,6.2%,4%,2%,-0.1%,x
CCC(=O)c1cn(CC(=O)Nc2ccc(OC)cc2)c2ccccc12,-21%,x,7%,x,x,x,x,-2.0%,-11%[20 µM],-4%,-0.1%,x
CC(=O)Nc1ccccc1C(F)(F)F,5%,1%,15%,0.042,-0.26,-0.086,-0.22,1.0%,26%,5%,1.7%,4%
O=C(c1ccc(CS(=O)(=O)c2cccc(C(F)(F)F)c2)o1)N1CCN(c2ccccn2)CC1,-10%,-2%,11%,0.67,-0.23,0.58,-0.0098,8.4%,-18%,-12%,0.0%,3%
S=C(N/N=C/c1ccc2ncccc2c1)Nc1cccnc1,x,-4%,x,-0.22,-0.18,-0.1,0.53,-5.5%,14%,-10%,0.1%,4%
CCOC(=O)c1[nH]c(=O)[nH]c1CNc1ccccc1C#N,-26%,x,12%,x,x,x,x,-6.5%,6%[20 µM],10%,-0.1%,x
c1ccc2c(c1)Cc1cc(CN3CCOCC3)ccc1-2,-40%,11%,-102%,-1.3,-0.21,-0.46,-0.27,-0.3%,-6%,4%,-0.1%,-3%
COc1ccccc1OCCn1c(=O)n(C)c2ccccc21,-21%,-4%,10%,-0.038,-0.23,0.27,0.77,-5.0%,-23%[20 µM],-2%,0.2%,-2%
COC(=O)CN(c1c(C)cccc1C)S(C)(=O)=O,8%,13%,1%,0.094,-0.14,0.37,0.16,2.4%,10%,-5%,0.2%,14%
O=Nc1c(O)n(Cc2c(Cl)cccc2Cl)c2ccccc12,58%,-1%,-76%,-0.66,-0.19,-0.59,0.86,0.1%,-20%,11%,0.2%,7%
CC(C)(C#N)NC(=O)C1CCCN1S(=O)(=O)c1ccc2ccccc2c1 (centres undefined),30%,x,-9%,x,x,x,x,0.8%,-22%,9%,-0.1%,x
COc1ccc(C(=O)COC(=O)CCC(=O)Nc2ccc(C(C)=O)cc2)cc1,-20%,x,-10%,x,x,x,x,1.6%,0%,2%,0.2%,x
O=C(Cn1cnc2ccccc2c1=O)c1ccc(Br)cc1,-47%,-1%,-49%,-0.72,-0.31,-0.25,0.54,-5.3%,6%,-16%,0.3%,2%
Cc1nn(-c2ccccc2)c2nc3c(cc12)C(=O)CCC3,-10%,-2%,22%,0.19,-0.27,0.16,0.026,-4.0%,25%,4%,-0.1%,9%
Cc1csc(SCC(=O)O)n1,12%,1%,23%,-0.98,-0.23,-0.39,1.2,-3.1%,8%,-13%,0.1%,-1%
CC1(c2ccccc2)CC(C)(C)N(C(=O)C2CCCO2)c2ccccc21 (centres undefined),42%,-9%,0%,0.38,-0.47,0.052,0.47,-5.1%,-1%,-6%,-0.1%,5%
O=c1oc(-c2cccs2)nc2ccc(Cl)cc12,-37%,26%,-8%,-1.2,0.016,-0.39,1.2,x,-33%[20 µM],13%,0.3%,-8%
COc1ccc(/C(O)=C2/C(=O)C(=O)N(CCCN3CCOCC3)C2c2ccc(N(C)C)cc2)cc1 (centres undefined),25%,x,6%,x,x,x,x,-3.8%,3%[20 µM],31%,0.2%,x
Cc1ccc(S(=O)(=O)N(C)CCCC(=O)Nc2ccc(F)cc2)cc1,-20%,-3%,1%,-0.67,-0.14,-0.38,0.4,-2.1%,12%,8%,-0.4%,-2%
O=C(CN1CCN(C(=O)c2ccccc2)CC1)Nc1ncc(Br)cc1Br,x,-4%,12%,-1.1,-0.21,-0.27,-0.56,-0.2%,15%,-6%,-0.1%,0%
Cc1cccc(C)c1NC(=O)CN(C)C(C)C(=O)Nc1ccccc1-c1ccccc1 (centres undefined),-23%,0%,-20%,1.9,-0.14,1.5,-2.6,6.1%,-27%,-9%,0.0%,3%
Cn1cccc1Cc1nnc(SCC(=O)Nc2ccccc2F)n1CCc1ccccc1,-10%,12%,-14%,-0.26,-0.1,-0.023,-0.21,-1.9%,-5%,-5%,-0.1%,9%
